High-throughput results deposited in PubChem BioAssay by The Scripps Research Institute Molecular Screening Center.
IDE act – human IDE activators in live cells, primary screen, fluorescence polarization, HEK cells, FAbeta-B substrate. FAbeta-B cleavage; 0% vehicle, 100% cell-free pure enzyme wells. 340,000 tested, 0.073% active. Insulin-degrading enzyme (Homo sapiens), P14735. activation, % at 5.96 µM;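 active = activation above the mean of all tested compounds plus 3 SD, set per screening campaign, cut at about 17% in these data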
Target sequence (P14735 whole entry, looked up): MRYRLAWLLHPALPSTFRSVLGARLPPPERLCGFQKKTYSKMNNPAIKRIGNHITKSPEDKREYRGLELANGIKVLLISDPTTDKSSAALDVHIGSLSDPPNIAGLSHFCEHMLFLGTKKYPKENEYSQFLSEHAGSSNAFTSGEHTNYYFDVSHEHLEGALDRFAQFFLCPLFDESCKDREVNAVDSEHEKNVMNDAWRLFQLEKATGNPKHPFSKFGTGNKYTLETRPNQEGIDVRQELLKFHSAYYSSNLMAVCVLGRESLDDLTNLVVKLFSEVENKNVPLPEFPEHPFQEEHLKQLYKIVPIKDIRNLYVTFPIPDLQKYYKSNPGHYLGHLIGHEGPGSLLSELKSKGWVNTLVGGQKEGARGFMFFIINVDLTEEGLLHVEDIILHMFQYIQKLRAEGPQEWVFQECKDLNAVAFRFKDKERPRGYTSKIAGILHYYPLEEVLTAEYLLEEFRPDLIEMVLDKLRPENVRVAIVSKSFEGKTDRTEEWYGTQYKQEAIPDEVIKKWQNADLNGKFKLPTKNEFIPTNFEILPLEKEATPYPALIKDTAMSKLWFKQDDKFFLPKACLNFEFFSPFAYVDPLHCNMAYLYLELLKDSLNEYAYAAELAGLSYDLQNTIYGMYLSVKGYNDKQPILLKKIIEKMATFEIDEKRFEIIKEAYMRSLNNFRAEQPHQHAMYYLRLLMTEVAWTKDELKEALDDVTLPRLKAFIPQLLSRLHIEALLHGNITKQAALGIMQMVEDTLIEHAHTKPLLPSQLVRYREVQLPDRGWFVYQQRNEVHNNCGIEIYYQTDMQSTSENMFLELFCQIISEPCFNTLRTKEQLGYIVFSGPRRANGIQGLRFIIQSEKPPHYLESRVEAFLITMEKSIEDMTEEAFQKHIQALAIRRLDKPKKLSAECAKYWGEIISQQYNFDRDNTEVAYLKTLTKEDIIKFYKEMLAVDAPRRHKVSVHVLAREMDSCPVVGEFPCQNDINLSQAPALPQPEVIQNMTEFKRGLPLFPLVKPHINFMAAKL
Numbers without * were called inactive.

SMILES	IDE act
O=C(Nc1ccc(NS(=O)(=O)c2ccccc2)c(Cl)c1)c1ccccc1	-6
Cc1ccc(-c2nn(-c3ccc(F)cc3)cc2C(=O)NCCCN2CCCC2=O)cc1	-1
COc1ccc(NC(=O)CN(C)CC(=O)NCC2CCCCC2)cc1	1
CC12CCC(=O)C=C1CCC1C3CC(O)C(O)(C(=O)CO)C3(C)CC(O)C12F (stereo not given)	4
CC(C(=O)Nc1ccccc1C#N)N1C(=O)NC2(CCCCCC2)C1=O (stereo not given)	3
CCOC(=O)C1(CCC(=O)OCc2ccccc2)CCCCC1=O (stereo not given)	5
C(=NN1CCCCCC1)c1ccc2c(c1)OCO2	5
O=c1cc(-c2ccccc2)oc2cc(O)ccc12	-7
NC(=O)C1(Nc2ccc(-c3ccc(Br)cc3)cc2)CCCC1	1
COc1ccc(CNC(=O)CCNC(=O)c2ccco2)cc1OC	3
Cc1ccc(S(=O)(=O)N(C)c2ccc(OCC(=O)Nc3ccc(S(C)(=O)=O)cc3)cc2)cc1	3
CCc1ccccc1OCC(=O)Nc1ccc(N2CCCC2)cc1C	-3
CN(C)S(=O)(=O)c1cccc(NC(=O)c2cccc(N3C(=O)CCC3=O)c2)c1	2
CC(=O)c1ccc(OCC(=O)N2CCN(S(=O)(=O)c3ccc(Br)s3)CC2)cc1	3
C=C1C(=O)OC2C=C(CO)CCC=C(CO)CC(OC(=O)C(C)C)C12 (stereo not given)	3

Given with values ahead of the structure: part of the list above.
| IDE act | Structure |
| --- | --- |
| 3 | Cc1ccc(S(=O)(=O)N(C)c2ccc(OCC(=O)Nc3ccc(S(C)(=O)=O)cc3)cc2)cc1 |
| 3 | CC(=O)c1ccc(OCC(=O)N2CCN(S(=O)(=O)c3ccc(Br)s3)CC2)cc1 |

(cont.)
SMILES	IDE act
CCOC(=O)C(C#N)=CN1CCNc2ccccc21	1
Cc1ccc(NC(=O)COC(=O)c2oc3ccccc3c2C)cc1S(=O)(=O)N1CCOCC1	-5
O=S1(=O)N[C@@H](CC2CCCCC2)COc2cc(Br)ccc21	5
CC(C)(O)C#Cc1ccc(CNC[C@H]2O[C@@H](n3cnc(C(N)=O)n3)[C@H](O)[C@@H]2O)s1	-4
O=C(NCc1ccc(Cl)cc1)C1CCN(C(=O)c2ccc(Cl)cc2)CC1	6
O=C(OCC(=O)N1CCN(C(=O)COC(=O)c2ccccc2NCCO)CC1)c1ccccc1NCCO	3
COc1ccc(CCNC(=O)c2ccccc2NC(=O)CN2CCN(c3ccccc3O)CC2)cc1	5
CC(=O)c1ccc(NC(=O)CSc2nc3nn(-c4ccccc4)c(=O)c-3c3n2CCCCC3)cc1	-1
O=C1[C@H](Cc2ccccc2)NCCCC[C@H](c2ccc(Cl)cc2)N1Cc1ccc(Cl)cc1	1
CC(C)c1nc2oc3c(N4CCNCC4)ncnc3c2c2c1CCC2	2
ON(CCc1ccncc1)Cc1ccccc1	0
NC(=O)C1CCN(C(=O)c2cc(S(=O)(=O)N3CCN(c4ccccc4)CC3)ccc2Cl)CC1	3
N/C(=N\N=Cc1ccc2c(c1)OCO2)NN=Cc1ccc2c(c1)OCO2	4
CCCC1CC(=O)NC1(C(=O)OCC)C(=O)OCC (stereo not given)	4
COc1ccccc1NS(=O)(=O)c1ccc(C(=O)NCC(c2ccco2)N2CCCCC2)cc1 (stereo not given)	-2

3 compounds picked at random from the list so far, as already listed:
SMILES	IDE act
O=C(NCc1ccc(Cl)cc1)C1CCN(C(=O)c2ccc(Cl)cc2)CC1	6
O=S1(=O)N[C@@H](CC2CCCCC2)COc2cc(Br)ccc21	5
Cc1ccc(NC(=O)COC(=O)c2oc3ccccc3c2C)cc1S(=O)(=O)N1CCOCC1	-5

Given in CSV form: 3 of the compounds above
Structure,IDE act
O=C(NCc1ccc(Cl)cc1)C1CCN(C(=O)c2ccc(Cl)cc2)CC1,6
ON(CCc1ccncc1)Cc1ccccc1,0
CC(=O)c1ccc(NC(=O)CSc2nc3nn(-c4ccccc4)c(=O)c-3c3n2CCCCC3)cc1,-1

(list continues)
SMILES	IDE act
O=S(=O)(/N=C(/Nc1nc2ccccc2s1)c1ccccc1)c1ccc(F)cc1	-3
Cc1ccc(C(=O)O)cc1S(=O)(=O)Nc1ccccc1C(=O)NC1CC1	-1
COCCN(C(=O)c1ccc(N(C)S(=O)(=O)c2ccc(C)cc2)cc1)c1c(N)n(CC(C)C)c(=O)[nH]c1=O	0
Cc1ccc(S(=O)(=O)N(C)c2ccc(OCC(=O)OCc3cccc(Br)c3)cc2)cc1	2
CC12CCCC(CC(=O)O)(C1)NC(=O)C2 (stereo not given)	2
O=C(O)C1C2CCCCC2=C2CCCCC2C1C(=O)Nc1nccs1 (stereo not given)	1
O=C(O)CC1(C(=O)O)CCCC1	7
CC(C)(CCc1ccccn1)C(=O)CCCc1ccccn1	1
CC(=O)c1ccc(S(=O)(=O)N2CCN(CC(=O)Nc3ccnn3C3CCCC3)CC2)cc1	5
CN(CCc1ccccc1)C(=O)c1ccc(NC(=O)Cc2ccc(NC(=O)C3CCCN(C(=O)C4CCCC4)C3)cc2)cc1 (stereo not given)	4
COc1ccc(S(=O)(=O)N2CCc3ccccc32)cc1C(=O)NCc1ccco1	-6
CCCn1c(N)c(N(CCOC)C(=O)c2c(CC)noc2C)c(=O)[nH]c1=O	-3
CCC(=O)c1ccc(OCc2cn(CC(=O)c3ccc(O)cc3)nn2)cc1	-2
COc1ccc(CN(C)CCCn2cnc(C(=O)Nc3ccc(C)c(C)c3)n2)cc1OC	2
Cc1cn(CC(=O)NCC(c2ccccc2)c2ccccc2)c(=O)[nH]c1=O	0
CN(CC(=O)Nc1c(Cl)cccc1Cl)C(=O)c1ccc2ccccc2n1	2
Cc1ccccc1NP1(=O)OCCCN1Cc1ccccc1Cl (stereo not given)	7
CCCN1Cc2cccc(C(=O)Nc3ccc(OC)c(OC)c3)c2C1=O	1
CCN1CCC(O)(/C=C/c2ccc(C(C)C)cc2)C(C(=O)/C=C/c2ccc(C(C)C)cc2)C1 (stereo not given)	7
CN(C(=O)c1cccc(NC(=O)Cc2ccc(NC(=O)C3CCN(C(=O)C4CCCC4)CC3)cc2)c1)C1CCCC1	4
CCOCC(=O)NC1CCc2cc(OC)c(OC)c(OC)c2-c2ccc(SC)c(=O)cc21 (stereo not given)	5
Cc1cc(C(=O)COC(=O)c2cccc(S(=O)(=O)N(C)C)c2)c(C)n1CC1CCCO1 (stereo not given)	-3
Cc1ccccc1OCC(O)COc1ccccc1C	-2
CC(=O)c1c(C)[nH]c(C(=O)OCC(=O)N(Cc2ccccc2)C(C)(C)C)c1C	-3
O=C(Nc1ccc(Cl)c(S(=O)(=O)N2CCCCC2)c1)c1ccncc1	1
Cn1c(CCC(=O)Nc2ccc(S(C)(=O)=O)cc2)nc2cc(S(=O)(=O)N3CCOCC3)ccc21	0
COC(=O)CCC(C)C1CCC2C3CCC4CC(O)CCC4(C)C3=CC(=O)C12C (stereo not given)	3
O=CNc1c(Cl)cc2c(c1Cl)Cc1cc([N+](=O)[O-])ccc1-2	0
O=C(NCC1(N2CCCCC2)CCCCC1)c1cccc(S(=O)(=O)Nc2ccccc2Cl)c1	2
CC(O)CNC1c2ccccc2CC1O (stereo not given)	0
COc1ccc(OC)c(NP2(=O)OCC(C)([N+](=O)[O-])CO2)c1 (stereo not given)	4
CN(C)S(=O)(=O)c1ccc(C(=O)NN2C(=O)NC3(CCCCC3)C2=O)cc1	4
Nc1ccc2c(O)cc(S(=O)(=O)O)cc2c1	-4
Cc1ccc(NS(=O)(=O)c2cc(C(=O)NCCCN(C)C)ccc2Cl)cc1Cl	1
O=C1C(Cl)=C(Oc2ccccc2)C(=O)c2ccccc21	-54
CN(Cc1ccc(C(C)(C)C)cc1)C(=O)c1ccc2c(c1)OCO2	6
O=C(Cc1cccc(F)c1)N1CCOCC1	0
CCN1C(=O)[C@H]2[C@H]3CN=C(SCc4ccc(C#N)cc4)N3[C@@](Cc3ccccc3)(C(=O)OC)[C@H]2C1=O	0
COc1ccc(CCC(=O)Nc2ccc(Cl)c(S(=O)(=O)N3CCOCC3)c2)cc1OC	-6
O=C(Cc1cccc(NC(=O)C2CCCN(C(=O)C3CCC3)C2)c1)Nc1cccc(C(=O)N2CCOCC2)c1 (stereo not given)	-1
COc1ccc(CNC(=O)C2CCN(S(=O)(=O)c3cccc(C(F)(F)F)c3)CC2)cc1	1
O=[N+]([O-])c1ccccc1N=NNc1ccccc1	1
Cc1noc(C)c1COc1ccccc1C(=O)NCCOc1ccccc1	0
CC[C@]12c3[nH]c4ccc(OC)cc4c3CCN1C(=O)C(CC(=O)NCCN1CCOCC1)C[C@@H]2C(=O)N1CCN(C(=O)c2ccco2)CC1 (stereo not given in full)	5
C=C1C(O)C[C@@H](C(C)C)N(CC(C)C)S1(=O)=O (stereo not given in full)	2
O=S(=O)(O)C(c1ccccc1)C1(O)CCCCC1 (stereo not given)	-1
Clc1ccc(CSc2cnnc3ccccc23)cc1Cl	-4
CC(=O)c1cc2c(cc1F)C(C)(C)CCC2(C)C	-6
CCCCN1CC(COC)Oc2cccc(F)c2S1(=O)=O (stereo not given)	2
CN1C(=O)C2(CCCCC2)C1c1ccccc1 (stereo not given)	5
Cc1ccc2c(c1)P(=O)(O)c1cc(C)ccc1O2	7
CCN1CCC(O)(/C=C/c2ccc(C)cc2)C(C(=O)/C=C/c2ccc(C)cc2)C1 (stereo not given)	4
CCCN(C(=O)c1cc(S(=O)(=O)N(C)c2ccccc2OC)ccc1C)C1CCS(=O)(=O)C1 (stereo not given)	5
CN(CCOc1ccc(Cl)cc1)C(=O)CNS(=O)(=O)c1ccc(N(C)C)c([N+](=O)[O-])c1	-4
CCN(CC)C(=O)[C@H]1C[C@H](CC(=O)NCc2ccco2)C(=O)N2CCc3c([nH]c4ccc(Cl)cc34)[C@]12C	2
O=C(Nc1ccccc1N1CCCCC1)c1cc(S(=O)(=O)N2CCOCC2)ccc1F	3
CCOc1cc2c(cc1O)C(=NOC)CC1C2CCC2(C)C(O)CCC12 (stereo not given)	-1
O=C1/C(=C\c2ccc(Cl)c(Cl)c2)CN(C(=O)CCN2CCOCC2)C/C1=C/c1ccc(Cl)c(Cl)c1	2
CCCCCc1cc(OC)cc2c1C(=O)OC(C)(C)O2	-2
CC(=O)Nc1ccc(C=CC=Cc2cccc([N+](=O)[O-])c2)cc1	-2

(further entries)
SMILES	IDE act
CCCC1(c2ccsc2)NC(=O)NC1=O (stereo not given)	3
COc1ccc(S(=O)(=O)N2CCCCCC2)cc1NC(C)C(=O)Nc1ccc(NC(C)=O)cc1 (stereo not given)	8
Cn1cnc2c(cnn2C)c1=N	3
CC(=O)C1CCC2C3CCC4CC(=O)CCC4(C)C3C(O)CC12C (stereo not given)	2
O=C(Cn1cnc2cc([N+](=O)[O-])ccc2c1=O)Nc1cccc(S(=O)(=O)N2CCCCC2)c1	6
CC[C@]12c3[nH]c4cc(-c5ccco5)ccc4c3CCN1C(=O)[C@@H](CC(=O)NCCCN(C)C)C[C@@H]2C(=O)N1CCN(C(=O)C2CC2)CC1	5
O=C(O)C(Cc1ccnc2ccccc12)=NO	-7
COc1ccc(CCC(=O)Nc2cccc(S(=O)(=O)N3CCOCC3)c2)cc1OC	-1
c1ccc2c(c1)Nc1cc3ccccc3cc1O2	6
CC12CCC(=O)C=C1C(F)CC1C2C(O)CC2(C)C1CCC2(O)C(=O)CO (stereo not given)	5
CCCn1c(N)c(N(CCOC)C(=O)CSc2cc(C)c3ccccc3n2)c(=O)[nH]c1=O	-2
Nc1ncnc2c1ncn2C1CCCC(CO)O1 (stereo not given)	0
COC(=O)[C@@]1(Cc2ccccc2)[C@H]2C(=O)N(Cc3ccccc3)C(=O)[C@H]2[C@H]2CN=C(SCc3ccc(Cl)cc3)N21	3
Nc1cc2c3ccccc3ccc2c2ccccc12	5
CCC1(C)COC(c2ccc(OC)c(OC)c2)OC1 (stereo not given)	2

Sorted by count of non-hydrogen atoms (rising): part of the list above
SMILES	IDE act
Cc1ccc2c(c1)P(=O)(O)c1cc(C)ccc1O2	7
O=S1(=O)N[C@@H](CC2CCCCC2)COc2cc(Br)ccc21	5
COc1ccc(NC(=O)CN(C)CC(=O)NCC2CCCCC2)cc1	1

(cont.)
SMILES	IDE act
Cc1cccc(NC(=O)CSc2nc3sc(C)cc3c(=O)n2C)c1	1
COc1ccc(Cl)cc1NC(=O)CN(C)CC(=O)Nc1cccc(S(=O)(=O)N2CCCC2)c1	-5
C=CC(=O)N1C/C(=C/c2ccc(Cl)cc2)C(=O)/C(=C\c2ccc(Cl)cc2)C1	-6
OC1Cc2ccccc2C1Nc1cccc(C(F)(F)F)c1 (stereo not given)	8
OC(CN1CCCCC1)c1ccc(Br)cc1 (stereo not given)	3
CNC1(C(N)=O)CCN(Cc2ccccc2)CC1	4
O=C(CCNC(=O)c1ccc([N+](=O)[O-])cc1)Nc1nc2ccccc2[nH]1	-2
CC1CN(S(=O)(=O)c2cccc(C(=O)Nc3ccccc3N3CCOCC3)c2)CC(C)O1 (stereo not given)	1
Cc1ccc(C)c(NC(=O)COC(=O)c2cc(=O)c3ccccc3o2)c1	-1
COc1ccc(N=CC2CCCCC2=O)c([N+](=O)[O-])c1 (stereo not given)	4
Cc1ccc(CN(C)C(=O)C2CCN(C(=O)Nc3ccccc3)CC2)o1	2
N[C@@H](Cc1cnc[nH]1)C(=O)Nc1ccc2ccccc2c1	-1
CSc1ncc2[nH]c(C(O)c3ccccc3)nc2n1 (stereo not given)	1
Cc1ccc(C(=O)N(CCc2ccccc2)Cc2ccccc2)cc1S(=O)(=O)N1CCOCC1	3
Cc1ccc(NC(=O)Cc2nc(COC(=O)Cc3cccc(C(F)(F)F)c3)cs2)cc1	-3
O=C(Cc1cccc(NC(=O)C2CCN(C(=O)c3ccccc3)CC2)c1)Nc1cccc(C(=O)N2CCOCC2)c1	4
CCOc1ccc2oc(C(=O)OCC(=O)NCC3CCCO3)c(C)c2c1 (stereo not given)	5
CC(C)(C)NC(=O)C1(N2C(=O)c3ccccc3C2=O)CCCC1	4

The list is partial; the hit share may differ from the screen's.
